Assay outcomes as filed in PubChem BioAssay.
SMARCA2 act: SMARCA2 (BRM) function activators, primary screen, cell-based, luminescence, high throughput; MG213 cells, MMTV-luciferase reporter, dexamethasone, overnight; activation, % at 9.1 µM; hit rate 1% among 370,000; in the data active = activation above about 7.8%;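 also: 0% = vehicle wells and 100% = reference activator wells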
mABHD4 FP: ABHD4 inhibitors, primary screen, biochemical, fluorescence polarization, mouse. AID 720543, 2013. hit rate 0.54% among 370,000. purified mABHD4, FP-Rh probe fluorescence polarization. inhibition, % at 8.92 µM;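 active = inhibition exceeding the mean over every tested compound plus 3 SD, cut at about 30% in these data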;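 also: 0% = plate median of compound wells and 100% = S159A mutant with DMSO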
Target sequence (Q8VD66 whole entry, looked up): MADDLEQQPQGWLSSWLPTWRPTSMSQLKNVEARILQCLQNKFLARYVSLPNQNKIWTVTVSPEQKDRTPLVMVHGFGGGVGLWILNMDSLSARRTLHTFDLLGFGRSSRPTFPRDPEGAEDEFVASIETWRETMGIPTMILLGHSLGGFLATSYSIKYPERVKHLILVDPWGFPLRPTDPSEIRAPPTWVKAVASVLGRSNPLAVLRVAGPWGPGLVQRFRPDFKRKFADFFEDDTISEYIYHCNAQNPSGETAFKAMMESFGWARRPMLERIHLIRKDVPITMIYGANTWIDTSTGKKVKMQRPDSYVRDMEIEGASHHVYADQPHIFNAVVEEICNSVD
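Doses – 8.92 µM, single dose · Material – wild-type mouse ABHD4 protein · Replication – single well per compound (singlicate) · Measure – percent inhibition of probe binding, normalized to plate controls · Schedule – 45 min compound pre-incubation plus 60 min probe step, 25 °C · Detection – fluorescence polarization with parallel and perpendicular emission, 525/598 nm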
NR1D1 modulator: modulators of Rev-erb alpha DNA binding, primary screen, biochemical, FITC-DNA, fluorescence polarization, uHTS | Nuclear receptor subfamily 1 group D member 1 (Homo sapiens), P20393 | Rev-erbα–FITC-DNA binding, 90 min | activity, % at 10 µM | hit rate 0.79% among 370,000;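 active = activity above about 14%, limit read from the data; passing the limit was not always enough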;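 also: 0% = DMSO wells with 35 nM protein and 100% = DMSO wells with 750 nM protein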
HTRA1 inh: HTRA1 serine protease inhibitors, primary screen, biochemical, fluorescence polarization, HTS; Q92743; hit rate 0.5% among 340,000; recombinant HTRA1, FP-rhodamine activity-based probe; inhibition, % at 5.96 µM; in the data active = inhibition above about 36%;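 also: 0% = enzyme with DMSO and 100% = wells lacking enzyme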
Target sequence (Q92743 whole entry, looked up): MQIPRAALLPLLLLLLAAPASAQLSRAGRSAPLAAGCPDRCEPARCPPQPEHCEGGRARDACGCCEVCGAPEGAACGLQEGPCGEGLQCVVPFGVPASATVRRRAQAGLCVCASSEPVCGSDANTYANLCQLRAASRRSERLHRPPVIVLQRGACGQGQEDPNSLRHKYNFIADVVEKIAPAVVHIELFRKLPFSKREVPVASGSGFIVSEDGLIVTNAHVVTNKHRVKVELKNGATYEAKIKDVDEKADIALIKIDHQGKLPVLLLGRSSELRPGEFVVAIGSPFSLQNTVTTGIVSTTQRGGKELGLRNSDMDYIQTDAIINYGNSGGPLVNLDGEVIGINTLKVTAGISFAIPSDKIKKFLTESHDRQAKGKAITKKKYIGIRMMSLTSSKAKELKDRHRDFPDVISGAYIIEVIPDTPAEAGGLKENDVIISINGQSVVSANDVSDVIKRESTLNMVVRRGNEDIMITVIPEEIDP
rCAG RNA binder: binders of r(CAG) RNA repeats, primary screen, biochemical, fluorescence | AID 651821, 2012 | hit rate 1.3% among 370,000 | r(CAG) RNA repeat, TO-PRO-1 dye displacement fluorescence | inhibition, % at 3 µM;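 active = inhibition above the plate cutoff, the mean of all test compounds on that plate plus 3 SD, cut at about 35% in these data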;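 also: 0% = DMSO alone and 100% = 100 µM mitoxantrone as full dye displacement; higher means more dye released from RNA so lower well fluorescence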
ARFGAP1 inh: inhibitors of rat ARFGAP1 GAP activity, primary screen, biochemical, fluorescence polarization, GDP tracer; hit rate 0.26% among 360,000; ADP-ribosylation factor GTPase-activating protein 1 (Rattus norvegicus), Q62848; inhibition, % at 16.5 µM; AID 651572, 2012; Arfgap1-stimulated ARF1 GTP hydrolysis, GDP FP detection;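 active = inhibition above a per-plate limit, mean inhibition of low control wells plus 3 SD, cut at about 25% in these data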;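 also: 0% = DMSO wells with enzyme and 100% = wells lacking Arfgap1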
Target sequence (Q62848 1-136 limits assumed): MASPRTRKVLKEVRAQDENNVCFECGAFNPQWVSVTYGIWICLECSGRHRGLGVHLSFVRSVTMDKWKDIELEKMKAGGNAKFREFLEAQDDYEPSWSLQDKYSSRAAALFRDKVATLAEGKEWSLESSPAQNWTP
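Material: truncated rat Arfgap1 GAP domain; Incubation: compound-enzyme preincubation 20 min, reaction 120 min, detection 60 min, 25 °C; Read-out: percent inhibition of Arfgap1-stimulated GTP hydrolysis; Technique: FP, GDP Alexa 633 tracer displaced from anti-GDP antibody, 620/688 nm; Controls: No-Arfgap1 wells (100%) versus DMSO full-reaction wells (0%); Replication: single well per compound.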
PG9 binder: binders of HIV-1 gp120 antibody PG9, primary screen, biochemical, TR-FRET; HIV-1 gp120 / PG9 antibody interaction; TR-FRET gp120-PG9 antibody binding; inhibition, % at 6.7 µM; hit rate 0.43% among 360,000; AID 624416, 2012; in the data active = inhibition above about 8.5%
GC-A act: GC-A stimulated cGMP production enhancers – HEK293 GC-A cells, cGMP TR-FRET, EC30 ANP, primary screen. Atrial natriuretic peptide receptor 1 (Homo sapiens), P16066. 0% at EC30 ANP, 100% saturating ANP. activation, % at 10 µM. hit rate 0.14% among 370,000. AID 1671463, 2021; in the data active = activation above about 40%
ASAP1 inh: inhibitors of human ASAP1 ArfGAP activity, primary screen, biochemical, fluorescence polarization; Arf-GAP with SH3 domain, ANK repeat and PH domain-containing protein 1 (Homo sapiens), …; ASAP1-stimulated ARF1 GTP hydrolysis, GDP FP detection; inhibition, % at 16.5 µM; hit rate 0.19% among 360,000; AID 624377, 2012; in the data active = inhibition above about 25%;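 also: 0% = vehicle with enzyme and substrate and 100% = no enzyme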
GC-B act: human GC-B receptor activators, primary screen, HEK293 GC-B cells, cGMP TR-FRET, EC30 CNP; 0% at EC30 CNP, 100% saturating CNP; activation, % at 10 µM; hit rate 0.11% among 370,000; Atrial natriuretic peptide receptor 2 (Homo sapiens), P20594; AID 1920062, 2024;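 active = activation at 10 µM reaching about 35% in either raw or pattern-adjusted values, limit read from the data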
Starred values were filed as active, the others as inactive; . = no result given.

Value order: GC-B act	rCAG RNA binder	NR1D1 modulator	SMARCA2 act	ARFGAP1 inh	mABHD4 FP	HTRA1 inh	GC-A act	ASAP1 inh	PG9 binder
> Cc1ccccc1C(=O)Nc1ccc2c(C#N)c3nc4ccccc4nc3n2c1
  -8	36*	2	0	-1	-6	18	13	8	-7.0
> O=C(COC(=O)COc1ccc(Br)cc1)NC1CCCCCC1
  -4	0	-5	4	-3	1	-1	0	2	-1.9
> CCOC(=O)C1CCCN(S(=O)(=O)CCNC(=O)c2ccc(F)cc2)C1 (centres undefined)
  1	-13	-5	0	13	-4	4	-2	1	-1.8
> COC(=O)c1nn(C23CC4CC(CC(C4)C2)C3)c2c1C(=O)N(c1ccc(Br)cc1)C2=O
  -2	9	0	-2	7	-4	-5	-9	2	-0.5
> CCCCN(C(=O)C(C)Oc1cccc(Cl)c1)c1c(N)n(CCC)c(=O)[nH]c1=O (centres undefined)
  -5	0	5	2	-1	3	0	1	9	0.1
> COc1ccc(CC2(CO)CCN(C/C=C/c3ccccc3OC)CC2)cc1
  -7	-8	1	1	0	9	6	-11	0	-1.3
> Cc1ccc(NC(=O)c2cccc(S(=O)(=O)NCc3ccccc3)c2)nc1
  -6	-4	9	-2	35*	-7	-3	2	4	0.2
> Cc1ncc[nH]1
  -9	-1	2	-3	0	-3	1	2	3	-0.9
> CCOC(=O)CN1CCS(=O)(=O)CC1
  3	-1	-2	-4	-3	-2	-1	3	-14	1.0
> O=C(COC(=O)c1cccs1)NCCc1ccc(F)cc1
  2	-3	-3	-1	-3	6	-2	3	-3	-0.7
> NC(c1csc(Nc2nccc(C(F)(F)F)n2)n1)C1CCCCC1 (centres undefined)
  50*	17	4	-4	-8	11	.	-1	9	0.6
> CN(C)c1nc(N)nc(CSc2nc3cc(Cl)ccc3o2)n1
  -4	-5	3	-2	17	-3	-1	-8	5	-2.3
> COc1ccccc1C(=O)NCc1ccc2c(c1)OCO2
  5	-1	-3	0	-8	-1	-3	1	11	0.6
> CN(C)CCCN1C(=O)C(=O)/C(=C(/O)c2ccncc2)C1c1cccnc1 (centres undefined)
  4	-4	-6	-2	4	-2	-7	-2	-1	-0.2
> Cc1onc(-c2ccc(Cl)cc2Cl)c1C(=O)/C=C/N(C)C
  1	27	5	-2	-5	-10	-15	-2	-10	-2.9
> CCc1nc2ccc(C(=O)Nc3ccc(OC)c(OC)c3)cn2c1N(CC)CCOC
  3	-2	-4	-5	7	0	.	0	-9	-2.7
> Cc1ccc(NC(=O)CN(C)C(=O)COc2ccc(C(=O)c3ccc(F)cc3)cc2)cc1
  5	4	1	-2	4	-3	-19	14	3	-0.4
> CC(=O)Nc1ccc(NC(=O)C(C)OC(=O)c2ccc(C)s2)cc1 (centres undefined)
  2	-4	-4	0	2	4	-6	-2	-3	0.3
> COc1cc(NS(=O)(=O)c2ccc(Br)s2)cc(OC)c1
  -11	9	5	-4	6	-3	2	-12	-7	-2.7
> O=C(CSc1nc2ccccc2c(=O)[nH]1)Nc1ccccc1C(F)(F)F
  -2	22	7	0	-7	7	-43	-4	-5	-0.2
> O=C(CC(c1ccccc1)c1cc(Cl)ccc1O)NCCN1CCOCC1 (centres undefined)
  -14	1	-1	-1	-12	0	-1	-16	-2	0.9
> Cc1ccccc1Nc1nccc(N(C)C)c1C#N
  3	-5	0	3	3	6	.	2	-1	-1.7
> Cc1cc(NC(=O)CS(=O)(=O)c2cn(Cc3ccccc3Cl)c3ccccc23)no1
  1	0	4	-5	2	-16	-56	-15	8	0.4
> CCCCn1c(N)c(N(CCOC)C(=O)COC(=O)CNC(=O)c2ccc(Cl)c(Cl)c2)c(=O)[nH]c1=O
  2	1	7	0	-6	-4	0	0	-1	-0.4
> Cc1cccc(N2CCN(C(=O)C3CC(=O)N(C4CCCC4)C3)CC2)c1C (centres undefined)
  1	-3	5	-1	2	1	-3	1	-5	-3.0
> CCn1c(=O)n(CC(=O)N2CCCN(Cc3ccccc3)CC2)c(=O)c2ccccc21
  -5	0	1	-5	.	3	.	1	.	.
> CC1CCN(S(=O)(=O)c2ccc(NC(=O)CN3C(=O)NC(C)(c4ccccc4)C3=O)cc2)CC1 (centres undefined)
  -6	7	2	-2	6	-23	-26	-1	8	-1.0
> COc1cc2c(cc1OC)CN(C(=O)C(CCSC)NS(=O)(=O)c1ccc(C)cc1)CC2 (centres undefined)
  2	-7	-2	-3	-5	-7	-2	-1	-10	0.3
> CCOC(=O)c1[nH]c2ccc(C)cc2c1N
  -1	-2	5	6	1	2	2	-2	2	-14
> Cc1cnn(-c2cc(N/N=C/c3ccccc3F)ncn2)c1
  -8	4	-4	2	11	-5	-3	-2	3	0.5
> C/C(=N\NC(=O)C1CC1)c1ccc(OC(F)F)cc1
  -3	5	-2	-1	14	7	-9	2	-3	0.7
> O=C(CNC1CCCCC1)Nc1ccc(Cl)cc1
  0	-2	0	0	-9	2	1	-1	-3	-0.1
> Cc1ccc(CNC(=O)CSc2ccc(-c3cccs3)nn2)cc1
  -5	-2	19	-1	-5	-6	1	2	0	3.7
> COc1ccc(CCN2C(=NC(=O)C(C)C)SC3CS(=O)(=O)CC32)cc1OC (centres undefined)
  -2	-2	1	-3	-1	-1	-3	0	2	2.5
> N=C(c1cccc([N+](=O)[O-])c1)N1CCCCCC1
  -1	-2	6	-1	7	2	1	8	9	-0.9
> O=C(CN1C(=O)COc2ccc(S(=O)(=O)N3CCOCC3)cc21)NCc1ccccn1
  7	0	-5	-2	-5	6	9	0	3	-0.5
> Cc1cc(NC(=O)COC(=O)c2cccc(OCc3ccccc3)c2)no1
  6	1	0	0	2	-4	-8	0	-4	0.9
> CN(Cc1nccn1C)C(=O)CC1C(=O)NCCN1CC(c1ccccc1)c1ccccc1 (centres undefined)
  -5	6	-2	1	5	0	4	2	2	0.1
> COc1ccccc1C(=O)Nc1ccc(S(=O)(=O)N2CCCCC2c2cccnc2)cc1 (centres undefined)
  3	-2	1	-2	8	3	-1	-3	16	0.5
> C=CCn1c(N)cc(=O)nc1SCC(=O)Nc1ccccc1C(N)=O
  2	0	-3	-2	6	-7	0	3	11	-0.8
> COCc1nnc(NS(=O)(=O)c2ccccc2)s1
  6	-2	2	-6	15	4	-4	1	2	-2.0
> COc1ccc2c(C)cc(SCC(=O)Nc3ccc(Cl)cn3)nc2c1
  -4	4	55*	-1	8	-6	4	-2	-9	-2.3
> COc1ccc(/C=N/N2CCN(c3ccccc3OC)CC2)cc1Br
  -8	-5	-7	3	4	0	7	2	-9	-2.4
> c1ccc(-c2csc3ncn4cnnc4c23)cc1
  2	1	3	1	-5	-4	3	5	-15	-1.9
> O=C1NC[C@H](CCCCN2C[C@H](Cc3ccccc3)N(CCc3ccc(O)cc3)C(=O)C2=O)N(CC2CCCCC2)C1=O
  4	3	2	1	-5	2	.	0	-7	-0.3
> COc1ccc(CN2CCN(C(=O)c3cc(-c4cccnc4)nc4ccc(Cl)cc34)CC2)c(OC)c1OC
  7	-2	-2	-3	1	-3	-9	-1	-6	0.2
> O=C(O/N=C1\CCCc2ccccc21)c1cccs1
  -6	-3	2	6	-1	0	-7	-5	-16	-0.1
> CCOc1nc(Nc2ccccc2F)nc(OCC)n1
  -3	-5	3	1	-2	1	-1	-1	-4	0.9
> S=c1[nH]nc(-c2ccccn2)n1/N=C/c1cccs1
  -2	0	1	2	0	-3	0	-1	3	-3.5
> CN(Cc1ccccc1)C(=O)c1cccc(NC(=O)c2ccco2)c1
  0	-6	6	2	8	1	1	-2	6	-3.0
> CC(=O)Nc1ccc(S(=O)(=O)Nc2ccccc2C(=O)N2CCCC2)cc1
  2	0	-5	-3	-2	-9	-1	2	6	-0.5
> CN1CCN(S(=O)(=O)c2cccc(C(=O)Nc3nccs3)c2)CC1
  4	1	-2	-1	-8	9	-2	2	-9	-1.6
> CCSC1=C(C#N)C(=O)n2c1cc1c2CCCC1
  -6	13	-5	2	2	6	5	-4	-3	-9.0
> c1ccc(Sc2ncccn2)nc1
  5	-2	0	-1	10	3	3	3	2	2.4
> Cc1ccc(C)c(OCC(=O)Nc2ccc3c(c2)OCO3)c1C
  -5	5	5	-1	4	-14	-9	1	6	-0.9
> COc1ccc(C=O)cc1COc1ccc(Cl)cc1[N+](=O)[O-]
  -11	4	-2	0	7	2	-13	8	5	-0.4
> Cc1ccc(NC(=O)c2ccccc2OCC(=O)Nc2ccccc2F)cc1S(=O)(=O)N(C)C
  6	14	2	0	-7	-49	-125	6	4	0.2
> O=C(Cc1ccccc1)N1CCC(c2nc3ccccc3[nH]2)CC1
  -1	-3	3	1	8	3	3	-1	-14	-1.9
> Cc1cccc(CNC(=O)C2CCC(=O)N(CCCc3ccccc3)C2)c1 (centres undefined)
  0	0	-3	-2	1	5	-1	-1	-1	-0.5
> CCOC(=O)[C@]12CCC=C1N(CCC1=CCCCC1)C(=O)[C@H](CC(=O)N1CCN(C(=O)c3ccco3)CC1)C2
  2	4	0	-6	4	1	.	-1	9	-0.1

2 entries from above, as comma-separated lines:
Structure,GC-B act,rCAG RNA binder,NR1D1 modulator,SMARCA2 act,ARFGAP1 inh,mABHD4 FP,HTRA1 inh,GC-A act,ASAP1 inh,PG9 binder
COc1ccc(CN2CCN(C(=O)c3cc(-c4cccnc4)nc4ccc(Cl)cc34)CC2)c(OC)c1OC,7,-2,-2,-3,1,-3,-9,-1,-6,0.2
O=C(O/N=C1\CCCc2ccccc21)c1cccs1,-6,-3,2,6,-1,0,-7,-5,-16,-0.1

(list continues)
Value order: GC-B act	rCAG RNA binder	NR1D1 modulator	SMARCA2 act	ARFGAP1 inh	mABHD4 FP	HTRA1 inh	GC-A act	ASAP1 inh	PG9 binder
> CC(=O)c1sc2nc(-c3cccs3)ccc2c1N
  -2	34	-2	1	8	-14	-9	-1	-9	3.2
> Cc1ccc2nc3sc(C(=O)Nc4c(C)[nH]c(=O)[nH]c4=O)c(N)c3cc2c1
  0	14	-4	4	4	0	-7	-1	0	-2.4
> COc1ccccc1CN(C)C(=O)CN1C(=O)c2ccccc2C1=O
  4	-2	-3	-3	-4	-4	3	2	-1	-0.7
> CCCCOc1ncnc2c1[nH]c1ccc(OC)cc12
  3	-3	-3	0	-9	-1	.	7	-5	0.2
> Cc1ccc(S(=O)(=O)N2CCCC2)cc1C(=O)Nc1ccc(-n2cnnn2)cc1
  1	3	6	0	-6	-2	-7	1	-2	-1.8
> Cn1cnnc1SC(C(=O)Nc1cccc(C(F)(F)F)c1)c1ccccc1 (centres undefined)
  -3	0	9	-3	11	-9	-10	-4	-1	-0.2
